ADAM10 inh: human ADAM10 inhibitors, primary screen, biochemical, QFRET, HTS; Disintegrin and metalloproteinase domain-containing protein 10 (Homo sapiens), O14672; recombinant ADAM10, EDANS/DABCYL FRET peptide cleavage, 3 h; inhibition, % at 7 µM; actives 0.62% (n = 370,000); AID 720582, 2013;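 active = inhibition above a per-campaign cutoff equal to the mean of compounds falling between control-based bounds plus 3 SD, cut at about 20% in these data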;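 also: 0% = DMSO wells while the 100% control is not disclosed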
GAA850 FXN act: FXN promoter activators, primary screen, cell-based, luciferase luminescence, HEK293 lucGAA850; HEK293 lucGAA850 FXN promoter luciferase reporter, 24 h; percent of 10 µM SAHA response; activation, % at 6 µM; actives 0.56% (n = 360,000); AID 540364, 2011;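 active = activation above the average of all compounds screened plus 3 SD, cutoff fixed separately per campaign, cut at about 7.5% in these data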;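 also: 0% = DMSO wells and 100% = 10 µM SAHA wells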
DAX1 inh-1: DAX1 (NR0B1) inhibitors, primary screen, cell-based, HEK293, Gal4-DAX1, luciferase luminescence; HEK293 Gal4-DAX1 luciferase reporter; inhibition, % at 6.75 µM; actives 0.99% (n = 340,000); AID 504766, 2011;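 active = inhibition above the mean over all tested compounds plus 3 SD, cut at about 4.2% in these data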;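 also: 0% = DAX1-transfected cells with DMSO and 100% = empty-vector control cells with DMSO; inhibition shows as a rise in luminescence from relieved DAX1 repression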
hcDAF-12 act: H. contortus DAF-12 nuclear receptor activators, primary screen, cell-based, luminescence, HEK293, lit1-tk-luc reporter | AID 652067, 2013 | actives 1.4% (n = 370,000) | HEK293 hcDAF-12 lit1-tk-luc reporter; 0% DMSO, 100% Δ7-dafachronic acid | activation, % at 6.8 µM;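 active = activation above the mean of all tested compounds plus 3 SD, cut at about 5.5% in these data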;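 also: 100% = response to 3 µM Δ7-dafachronic acid high control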
DAX1 inh-2: DAX1 (NR0B1) inhibitors on StAR promoter, primary screen, cell-based, luminescence, SF-1 (NR5A1), full-length DAX-1; HEK293T StAR-luciferase reporter, SF-1/DAX-1 repression relief; inhibition, % at 6.8 µM; actives 1.1% (n = 370,000); AID 652010, 2013;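 active = inhibition above the mean over all tested compounds plus 3 SD, cut at about 3.6% in these data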;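 also: 0% = DAX-1 cells with DMSO and 100% = cells lacking DAX-1 with DMSO; higher inhibition means more luminescence from relief of DAX-1 repression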
PLC-gamma1 inh: PLC-gamma1 enzyme inhibitors, primary screen, biochemical, fluorescence, purified enzyme | fluorogenic substrate | inhibition, % at 12.2 µM | actives 0.84% (n = 370,000) | AID 720700, 2013; in the data active = inhibition above about 9.5%
Target sequence (P19174 whole entry, looked up): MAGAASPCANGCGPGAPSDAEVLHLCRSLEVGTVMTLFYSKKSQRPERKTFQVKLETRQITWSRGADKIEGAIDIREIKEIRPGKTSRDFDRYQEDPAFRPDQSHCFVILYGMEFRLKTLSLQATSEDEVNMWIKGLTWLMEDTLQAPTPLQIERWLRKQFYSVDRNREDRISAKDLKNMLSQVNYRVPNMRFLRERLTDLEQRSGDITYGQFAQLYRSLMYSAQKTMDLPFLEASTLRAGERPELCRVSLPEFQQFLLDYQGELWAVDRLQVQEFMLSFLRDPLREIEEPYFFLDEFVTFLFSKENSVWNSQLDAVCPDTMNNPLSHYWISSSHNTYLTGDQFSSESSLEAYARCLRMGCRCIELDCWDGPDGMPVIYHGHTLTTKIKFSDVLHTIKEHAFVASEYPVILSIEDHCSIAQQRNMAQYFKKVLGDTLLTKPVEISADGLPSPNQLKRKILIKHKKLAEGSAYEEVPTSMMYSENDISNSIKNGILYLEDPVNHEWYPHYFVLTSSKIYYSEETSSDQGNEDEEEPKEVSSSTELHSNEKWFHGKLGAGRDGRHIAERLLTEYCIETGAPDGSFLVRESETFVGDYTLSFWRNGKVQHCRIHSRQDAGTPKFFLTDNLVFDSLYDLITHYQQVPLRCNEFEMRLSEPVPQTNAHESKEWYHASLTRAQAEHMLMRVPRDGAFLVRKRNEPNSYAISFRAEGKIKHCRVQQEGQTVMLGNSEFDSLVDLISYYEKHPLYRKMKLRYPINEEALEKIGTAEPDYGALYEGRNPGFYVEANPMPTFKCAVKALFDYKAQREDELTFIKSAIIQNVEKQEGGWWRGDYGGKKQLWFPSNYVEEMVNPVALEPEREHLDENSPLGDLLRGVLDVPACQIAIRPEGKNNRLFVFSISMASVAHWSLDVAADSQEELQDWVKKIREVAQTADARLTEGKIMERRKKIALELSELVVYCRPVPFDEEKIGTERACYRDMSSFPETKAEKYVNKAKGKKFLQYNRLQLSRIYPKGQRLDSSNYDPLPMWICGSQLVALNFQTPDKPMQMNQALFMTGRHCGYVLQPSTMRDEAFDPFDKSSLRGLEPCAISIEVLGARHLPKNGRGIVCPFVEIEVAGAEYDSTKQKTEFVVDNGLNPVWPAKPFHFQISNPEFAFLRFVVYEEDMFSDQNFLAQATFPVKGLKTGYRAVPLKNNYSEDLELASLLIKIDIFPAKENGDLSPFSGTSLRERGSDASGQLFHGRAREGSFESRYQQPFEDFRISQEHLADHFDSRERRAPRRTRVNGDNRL
hgDAF12 agonist: H. glycines DAF-12 receptor agonists, primary screen, cell-based, luminescence, HEK293, GAL4 fusion, UAS-luciferase | actives 1.8% (n = 370,000) | AID 687014, 2013 | Nuclear hormone receptor DAF-12 (Heterodera glycines), GAL4 fusion | activation, % at 6.8 µM | HEK293 GAL4-hgDAF12 UAS-luciferase reporter, agonist luminescence; normalized to butyrate control;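 active = activation above a cutoff set at the mean of all screened compounds plus 3 SD, cut at about 10% in these data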;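 also: 0% = DMSO wells and 100% = sodium butyrate wells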
sPLA2-III inh: human group III sPLA2 inhibitors, primary screen, biochemical, QFRET, BODIPY PC-A2 liposome substrate | Group 3 secretory phospholipase A2 (Homo sapiens), Q9NZ20 | QFRET BODIPY PC-A2 liposome hydrolysis, fluorescence | inhibition, % at 12.2 µM | actives 0.56% (n = 370,000) | AID 743126, 2013;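 active = inhibition above mean plus 3 SD of compounds lying within the high and low control bounds, cut at about 19% in these data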;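 also: 0% = median of test compound wells and 100% = no enzyme DMSO wells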
ssDAF12 agonist: S. stercoralis DAF-12 nuclear receptor activators, primary screen, cell-based, luminescence, HEK293, GRIP1 co-expression, lit1-tk-luc; Nuclear hormone receptor DAF-12 (Strongyloides stercoralis); HEK293 ssDAF-12/GRIP1 lit1-tk-luc reporter; % of 3 µM dafachronic acid response; activation, % at 6.8 µM; actives 1% (n = 370,000);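 active = activation above the mean over all tested compounds plus 3 SD, cut at about 0.9% in these data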;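 also: 0% = DMSO-only wells and 100% = 3 µM delta7-dafachronic acid wells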
ADAM17 inh: ADAM17 inhibitors, primary screen, biochemical, QFRET; recombinant ADAM17, EDANS/DABCYL FRET peptide cleavage; inhibition, % at 6.95 µM; actives 0.83% (n = 370,000);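 active = inhibition above the mean of compounds lying between control limits plus 3 SD, set per campaign, cut at about 8.5% in these data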;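 also: 0% = DMSO-only wells as the low control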
PLCb3 inh: human PLC-beta3 inhibitors, primary screen, biochemical, fluorescence | Purified PLC-beta3, fluorogenic substrate | AID 720704, 2013 | actives 0.18% (n = 370,000) | inhibition, % at 12.2 µM; in the data active = inhibition above about 11%;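 also: 0% = median of compound wells on plate and 100% = full blocker control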
The depositor's hits bear a star; i = inactive; x = no result given.

SMILES | ADAM10 inh | GAA850 FXN act | DAX1 inh-1 | hcDAF-12 act | DAX1 inh-2 | PLC-gamma1 inh | hgDAF12 agonist | sPLA2-III inh | ssDAF12 agonist | ADAM17 inh | PLCb3 inh
CN(CC(=O)Nc1cccc(F)c1)C(=O)CCN1C(=O)C2CC=CCC2C1=O (centres undefined) | -12 | -0.2 | -0.3 | -0.6 | -1.9 | 2 | -3.2 | 11 | -0.9 | 1 | -6
Oc1ccc(C[C@H]2CNC(=S)N2CCc2cc(C(F)(F)F)cc(C(F)(F)F)c2)cc1 | 15 | -0.6 | -1.0 | 1.6 | 0.1 | -2 | -0.5 | -8 | -1.7 | 2 | -7
CC(=O)Nc1cccc(C(=O)Nc2nc(C)cs2)c1 | -7 | -1.8 | 0.0 | -1.9 | 0.5 | 0 | 0.0 | 5 | -1.8 | -7 | -9
CCN1CCC(n2nccc2NC(=O)c2ccccc2Cl)CC1 | 2 | -1.3 | 1.0 | -1.7 | 0.4 | 0 | 0.5 | 1 | -1.0 | -2 | -4
O=C(CSc1nc2ccccc2nc1N1CCCC1)N1CCN(C(c2ccccc2)c2ccccc2)CC1 | -28 | x | x | -0.1 | -1.0 | -6 | 0.9 | 4 | -1.3 | -6 | -10
Cc1[nH][nH]c(=O)c1C(c1ccc(-c2ccc(Cl)c(C(=O)O)c2)o1)c1c(C)[nH][nH]c1=O | -28 | -2.3 | -1.1 | 0.5 | -0.4 | -10 | -2.4 | -3 | -1.7 | -10 | -19
CC[C@H](C)[C@@H](CO)NC(=O)[C@H]1O[C@@H](n2ccc(N)nc2=O)[C@H](O)[C@@H]1O | -10 | x | x | -1.1 | -2.4 | 1 | -0.7 | 12 | -0.9 | 0 | -2
COCCCN1C(=O)C(=O)/C(=C(/O)c2ccc(S(=O)(=O)N3CCOCC3)cc2)C1c1ccc(OC)cc1 (centres undefined) | -6 | 0.8 | 0.5 | -0.8 | -0.3 | -4 | 3.1 | -7 | -0.8 | 1 | -8
COCC(C)n1c(SCC(=O)Nc2cccnc2Cl)nc2ccccc2c1=O (centres undefined) | -2 | 2.2 | -0.3 | -1.1 | -0.6 | 0 | -2.6 | 5 | -1.2 | 0 | 2
COC(=O)[C@@]12C[C@@H](CC(=O)N3CCOCC3)C(=O)N(Cc3ccco3)C1=CCC(C)(C)C2 | -10 | x | x | -1.7 | 1.1 | 0 | 1.2 | 4 | -0.4 | -5 | 1
CCN(CC)Cc1csc2ccc(Br)cc12 | 2 | 0.3 | -0.4 | -1.8 | 0.2 | 9.6* | 0.5 | 7 | -1.0 | -2 | 0
Cc1cc(C)cc(NC(=O)NCc2nnc(SCc3ccccc3)n2C)c1 | 0 | -2.8 | 0.0 | -2.0 | 0.2 | 4 | 0.0 | -23 | -0.9 | -2 | 2
N#CC1=C(N)SC(N)=C(C#N)C1c1ccc([N+](=O)[O-])cc1 | 14 | 0.5 | 0.2 | 0.3 | -0.8 | -2 | -1.8 | -14 | -0.4 | 5 | -6
CC1CCC(NC(=O)c2ccc(-n3cncn3)c([N+](=O)[O-])c2)CC1 (centres undefined) | -8 | 1.9 | 1.5 | 1.6 | 1.8 | 0 | 6.7 | 11 | 0.1 | -4 | -7
CC(=O)Nc1ccc(S(=O)(=O)NCc2ccc(C(=O)NCCCN3CCC(C)CC3)cc2)cc1 | -8 | 1.8 | 0.4 | 0.4 | -0.2 | -2 | -2.8 | 3 | -1.2 | -6 | -8
COc1ccc(C2CCC3(CCC(=O)N3CCOC(=O)NCc3ccc(Cl)cc3)CC2)cc1 (centres undefined) | 7 | x | x | -3.7 | -3.0 | 1 | -4.2 | -15 | -2.1 | 0 | -2
Cc1nc(Nc2ccccc2Br)c2nnn(Cc3ccccc3)c2n1 | 5 | 2.8 | 1.0 | -1.5 | 0.1 | 2 | 2.3 | 3 | -0.9 | 6 | -8
COc1cc(NC(=O)CSc2nncn2C)cc(OC)c1OC | -6 | 1.5 | 0.4 | 0.2 | 0.3 | 1 | -0.5 | 4 | -1.2 | -2 | 0
COc1ccc(COc2cc(-c3cccc(OC)c3)nc3ccc(NC(=O)c4ccc(OC)cc4)cc23)cc1 | -43 | -4.0 | -3.0 | -1.6 | 0.2 | -25 | -3.5 | -7 | -0.6 | -12 | -33
CCCNS(=O)(=O)c1cccc(C(=O)OCc2cc(=O)oc3cc(OC)ccc23)c1 | -449 | -3.5 | 1.1 | -1.3 | -0.7 | -77 | 0.2 | -12 | -1.0 | -178 | -130
O=C(CCN1C(=O)/C(=C/c2ccccc2)SC1=S)Nc1ccccn1 | 0 | 1.7 | 0.2 | -2.9 | 0.0 | 1 | 2.5 | 7 | -1.2 | -4 | -6
COc1ccc(S(=O)(=O)N2CCCCC2c2cc(C(=O)Nc3ccccc3Cl)no2)cc1 (centres undefined) | 8 | 0.0 | x | -2.4 | -0.8 | 6 | -1.9 | -2 | -2.2 | 3 | 9
CCOC(=O)[C@@H]1[C@H]2COc3ccccc3[C@@H]2N2C(=O)N(c3ccc(C(F)(F)F)cc3)C(=O)[C@@]12C | 11 | 1.1 | 2.2 | 1.5 | -0.6 | 1 | 3.0 | -1 | -1.1 | -4 | 4
CNC(=S)Nc1ccc(C)c(NC(=S)NC)c1 | 1 | 0.0 | 0.5 | -0.5 | -0.1 | -5 | 1.8 | 1 | -0.8 | 0 | -9
CC1(C)SC2C(C(=O)O)N=C(Cc3ccccc3)N2C1C(=O)O (centres undefined) | -1 | 0.7 | 0.2 | -1.2 | -0.5 | 0 | -0.4 | 0 | -1.4 | -1 | -4
O=C(Nc1nc2ccccc2[nH]1)C1CC1 | -9 | 0.4 | 0.8 | 1.1 | -0.7 | -3 | 9.1 | 1 | -1.0 | -8 | -5
Cc1ccc(OCC(=O)Nc2cccc(S(=O)(=O)N3CCCC3)c2)cc1C | 4 | -0.8 | 0.5 | -0.3 | -0.9 | -3 | -0.2 | -19 | -1.2 | 2 | -1
Cc1ccc(S(=O)(=O)Nc2ccc3cc([N+](=O)[O-])ccc3c2[N+](=O)[O-])cc1 | 10 | 1.1 | 1.5 | 0.2 | -1.1 | -8 | 0.7 | -70 | -0.6 | 5 | -10
COCCCNC(=O)C1=CCN(S(=O)(=O)c2ccc(OC)cc2)CC1 | 6 | 2.4 | -0.3 | -0.6 | 0.2 | -3 | 0.0 | 9 | -1.0 | -1 | -6
Cc1cc(C)nc(NC(=O)c2cc(-c3ccc(C)s3)nc3ccccc23)c1 | -378 | 1.8 | -1.2 | -1.6 | -0.6 | i | 1.2 | -3 | -0.2 | -119 | i
CCCCNc1nnc(SCC(=O)c2c[nH]c3ccccc23)s1 | 3 | -0.1 | 0.8 | 12* | 0.6 | -6 | -1.2 | -32 | -0.2 | 1 | -12
CC(C)(C)c1ccc(C(=O)N2CCC2(C)C(=O)Nc2cnc3ccccc3c2)cc1 (centres undefined) | -3 | 1.6 | x | -1.8 | -1.8 | -3 | -5.0 | -3 | -0.8 | -5 | 3
CC(=O)Nc1ccc2nc(NC(=O)CN3CCOCC3)sc2c1 | -3 | -3.7 | 0.2 | 0.9 | -0.3 | 2 | -0.7 | 16 | -0.3 | -4 | -4
COc1ccc(CCNC(=O)CSc2ccccc2)cc1OC | 5 | 4.2 | 1.1 | -1.9 | -0.6 | 0 | -1.2 | -2 | -1.2 | 3 | -1
CCCCCCOC(=O)C(C#N)c1nc2ccccc2nc1N1CCCCC1 (centres undefined) | -162 | -1.8 | 2.1 | -0.2 | -0.7 | -10 | 1.8 | -1 | -1.7 | -12 | -20
CCn1c(C)nc2cc(C(=O)NNS(=O)(=O)c3c(C)c(C)cc(C)c3C)ccc21 | -1 | -2.6 | 1.0 | 0.4 | 0.4 | 0 | 1.6 | 9 | -1.3 | -1 | 2
CCc1nc(N)nc2c1C(=O)CC(C)(C)C2 | -5 | 2.6 | -0.7 | 2.4 | 0.1 | -1 | 1.0 | 0 | -1.1 | -3 | 0
O=C(c1cc2ccccc2oc1=O)N(Cc1ccc2c(c1)OCO2)Cc1ccco1 | 1 | -1.7 | -1.8 | 0.0 | 0.0 | 0 | 1.9 | -3 | -1.4 | -4 | 0
CS(=O)(=O)N1CCC(C(=O)NCc2ccco2)CC1 | 0 | 1.4 | 2.1 | -1.3 | 0.5 | -2 | 0.2 | -1 | -0.5 | -2 | 3
COc1ccc(N(CC(=O)NC2CCCCC2)C(=O)c2ccc(C)s2)c(OC)c1 | 4 | -0.6 | -0.4 | -2.5 | 0.0 | 2 | -1.1 | -4 | -1.0 | -2 | 1
Cc1ccccc1OCC(=O)OCC(=O)c1ccc(OCc2ccccc2)cc1 | 1 | 3.9 | 1.0 | 0.8 | 1.3 | -2 | 3.0 | -12 | -0.1 | 1 | 0
NC(=O)C1CCN(C(=O)CSc2nc(O)cc(=O)[nH]2)CC1 | 0 | -0.3 | 1.5 | -0.7 | -0.2 | 2 | -1.5 | -2 | -0.5 | -4 | -5
O=C(Nc1ccccc1Br)C1CCCN1S(=O)(=O)c1cccc2nsnc12 (centres undefined) | -4 | -1.0 | -0.4 | -1.8 | -0.4 | -1 | 0.9 | 5 | -1.9 | -5 | -8
Cc1cc(=O)oc2cc(OCC(=O)OC(C)C(=O)NC3CCCC3)ccc12 (centres undefined) | -84 | -0.4 | 0.1 | 1.8 | 0.0 | -8 | 1.6 | 2 | -1.6 | -30 | -12
CC[C@H](C)[C@@H](C(=O)NCCCCCCCCCCC(=O)N1CCNCC1)n1cc(CCCCCN)nn1 | 2 | 0.6 | 0.7 | -1.7 | 0.3 | 7 | -1.6 | 4 | -0.8 | 1 | 3

Bioassay records deposited in PubChem BioAssay by The Scripps Research Institute Molecular Screening Center.
